Menin-MLL TR inh – inhibitors of human menin-MLL interaction, mutant MLL peptide; O00255; Menin + Texas Red MLL mutant peptide, fluorescence polarization; Potency, µM (titrated, usually from 61.6 µM), inactives show at the highest dose FP activity change, negative = inhibition, usual class: inhibitors; hit rate 0.23% among 270,000; active = well fitted inhibition curve with a large enough effect in the polarisation, with a control signal flat, not every such curve was filed as active; inconclusive = small, poorly fitted or top-dose-only effect, or effect the other way, or a change in a side signal; inactive = no such curve, though single readings can be large or run the other way; the % refers to the polarisation; also: potency is read from the fitted curve at half-maximal effect; % of control where 0% means no effect; many of its hits are not listed in these tables
Coupling enz – counter-screen for Giardia aldolase inhibitors: coupling enzyme system; coupling enzyme system counterscreen, AmpLite Red fluorescence; activity change, negative = inhibition, % at 58.2 µM, hits read low; hit rate 0.67% among 290,000; in the data active = activity change below about -30%; also: % is scaled to controls: 0 for no effect and ±100 for the full control effect
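Coupling enzymes only (glyceraldehyde-3-phosphate) + compound, at 57.5 uM final, 10 min RT; add substrate/coupling/AmpLite Red mix, 20 min RT; fluorescence ex 525/em 598 nm. Actives flag coupling-system interference.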
USP2a block – inhibitors of human ubiquitin-specific protease USP2a; O75604; USP2 core, Ub-CHOP2 coupled fluorogenic reporter, 485/531; Potency, µM (top dose mostly 38.3 µM), without a hit: at the highest dose activity change, negative = inhibition, hits mostly inhibitors; hit rate 0.01% among 330,000; AID 463254;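 also: potency is read from the fitted curve at half-maximal effect; plate controls were DMSO wells for no effect and full inhibition by NEM control for full effect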
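Deubiquitinase activity read as fluorescence (485/531 nm) after Ub-CHOP2 cleavage activates the enterokinase reporter on its substrate; USP2 core 10nM, Ub-CHOP2 and substrate 25nM each, 30min compound preincubation then 60min RT; data normalized to NEM, curves fitted.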
GALK inh – galactokinase (human) inhibition. P51570. Purified GALK, Kinase-Glo residual ATP luminescence. hit rate 0.007% among 270,000. Potency, µM (top dose mostly 57.5 µM), without a hit: at the top dose activity change, negative = inhibition, most hits filed as inhibitors; also: potency is read from the fitted curve at half-maximal effect; % is scaled to controls: 0 for no effect and ±100 for the full control effect
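GALK at 5 nM final was combined with compound, 35 uM ATP and 100 uM galactose in HEPES pH8.0 with MgCl2 and DTT. The reaction ran one hour at room temperature before luminescent ATP detection.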
Giardia kill – kills Giardia lamblia. Giardia lamblia trophozoite viability. activity change, % at 7.66 µM, hits read low. hit rate 0.15% among 340,000; in the data active = activity change below about -80%; inconclusive = between about -30% and that limit;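 also: parasites exposed to compound for two days anaerobically before the ATP read; % is scaled to controls: 0 for no effect and ±100 for the full control effect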
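Luminescent ATP signal served as the viability read-out, measured 15-30 min after adding ATP detection reagent to trophozoites that had been incubated with compounds for 48 hrs at 37 deg C anaerobically at 100 cells/well.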
PKM2 act – increases activity of human pyruvate kinase M2 | P14618 | purified PKM2, Kinase-Glo ATP luminescence, activation; response scale: 0% is enzyme alone, no compound | Potency, µM (top dose mostly 57.5 µM), for the others: at the highest dose activation, actives largely listed as activators | hit rate 0.34% among 260,000 | AID 1631; also: potency is read from the fitted curve at half-maximal effect; % is scaled to controls: 0 for no effect and ±100 for the full control effect; nearly all actives have a fitted effect of over 55% in size
Target sequence (P14618 whole entry, looked up): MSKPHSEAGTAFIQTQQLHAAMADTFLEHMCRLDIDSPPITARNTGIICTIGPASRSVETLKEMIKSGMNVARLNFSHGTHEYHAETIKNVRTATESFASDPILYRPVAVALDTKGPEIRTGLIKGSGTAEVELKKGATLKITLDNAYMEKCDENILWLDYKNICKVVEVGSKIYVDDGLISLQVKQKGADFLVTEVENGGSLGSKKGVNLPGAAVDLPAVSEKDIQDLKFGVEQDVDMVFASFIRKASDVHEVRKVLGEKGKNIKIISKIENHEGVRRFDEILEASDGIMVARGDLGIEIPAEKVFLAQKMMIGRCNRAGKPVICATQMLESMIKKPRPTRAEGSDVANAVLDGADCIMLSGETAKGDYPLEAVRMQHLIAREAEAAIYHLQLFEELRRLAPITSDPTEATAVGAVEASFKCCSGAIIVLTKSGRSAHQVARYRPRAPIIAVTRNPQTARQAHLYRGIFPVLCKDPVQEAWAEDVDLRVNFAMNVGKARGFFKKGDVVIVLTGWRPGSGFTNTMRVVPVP
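Purified hPK-M2 (>95% pure) converted ADP (0.1 mM final) to ATP with 0.5 mM PEP in 50 mM imidazole pH7.2, KCl, MgCl2, Tween 20, BSA; 1 h at room temperature. ATP detected by Kinase-Glo luminescence.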
CXXC DNA block – inhibitors of human MLL CXXC domain-DNA interaction; hit rate 0.037% among 290,000; Potency, µM (highest dose often 115 µM), for the others: at the highest dose activity change, negative = inhibition, hits mostly inhibitors; AID 2662; MLL-CXXC / FITC-HOXA9 DNA fluorescence polarization; active = well fitted inhibition curve with a large enough effect in the polarisation, with a control signal flat, not every such curve was filed as active; inconclusive = small, poorly fitted or top-dose-only effect, or effect the other way, or a change in a side signal; inactive = no such curve, though single readings can be large or run the other way; the % refers to the polarisation; also: potency is read from the fitted curve at half-maximal effect
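Purified MLL-CXXC (added from a 7 uM solution) was preincubated 5 min at ambient with pinned compounds in 50 mM Tris-HCl pH 7.5, 50 mM NaCl, 1 mM DTT, 0.05% BSA. Fluorescein-labeled HOX-A9 DNA (50 nM solution) followed, 30 min, then polarization read.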
B2AR arrestin – beta2AR (human) beta-arrestin recruitment activity | Potency, µM (doses to about 46.1 µM), for inactives: at the top dose activation, actives largely listed as activators | P07550 | AID 492947 | beta-arrestin recruitment to beta2AR, cell-based reporter | hit rate 0.02% among 330,000;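 also: potency is read from the fitted curve at half-maximal effect; 0% = DMSO controls and full agonism = EC100 isoproterenol or metaproterenol; nearly all actives have a fitted effect of over 65% in size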
Target sequence (P07550 whole entry, looked up): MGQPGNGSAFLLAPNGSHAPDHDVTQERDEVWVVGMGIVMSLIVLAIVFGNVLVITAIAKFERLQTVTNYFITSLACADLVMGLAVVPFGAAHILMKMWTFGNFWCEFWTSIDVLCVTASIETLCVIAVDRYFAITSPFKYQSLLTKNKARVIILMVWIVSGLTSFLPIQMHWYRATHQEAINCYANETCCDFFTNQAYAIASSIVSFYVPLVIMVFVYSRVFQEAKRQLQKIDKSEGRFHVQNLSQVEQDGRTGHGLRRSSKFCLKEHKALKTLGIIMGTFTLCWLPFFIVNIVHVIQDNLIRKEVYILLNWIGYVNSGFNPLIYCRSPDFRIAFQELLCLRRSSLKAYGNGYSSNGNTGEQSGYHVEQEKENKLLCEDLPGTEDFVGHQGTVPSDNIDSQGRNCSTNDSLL
KCNH2 WT inh – KCNH2 (human, wildtype) channel inhibition; Q12809; U2OS, BacMam KCNH2, thallium flux FluxOr; stronger effect = lower value; activity change, % at 1.84 µM; hit rate 0.37% among 340,000; AID 720551;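 active = maximum activity change below -70%; inconclusive = maximum activity change between -70% and -50%; inactive = maximum activity change above -50%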; also: % is scaled to controls: 0 for no effect and ±100 for the full control effect
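U2OS cells were transduced with wild-type KCNH2 virus (2.03 x 10^8 / mL) for 4 h at room temperature, then cultured overnight at 37 C. Thallium flux was read with FluxOr dye. Rate constants were normalized to DMSO controls.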
KCNH2 3.1 block – KCNH2 3.1 (human) potassium channel inhibition | U2OS KCNH2 3.1, thallium flux FluxOr; stronger effect = lower value | AID 720553 | activity change, % (tested at about 1.8 µM) | hit rate 0.95% among 340,000;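 active = maximum activity change below -70%; inconclusive = maximum activity change from -70% to -50%; inactive = maximum activity change above -50%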;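 also: thallium influx rate constant from kinetic fluorescence after stimulation buffer; % is scaled to controls: 0 for no effect and ±100 for the full control effect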
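Normalized rate constant (relative to positive and negative DMSO controls) derived from a 2 min kinetic fluorescence read after stimulation; U2OS cells expressing the 3.1 isoform via virus at 1.77 x 10^8 /mL.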
TRPV1 agonist – human TRPV1 agonism. TRPV1-expressing cells, Fluo-8 calcium influx, agonist mode. activation, % at 8.33 µM. hit rate 0.19% among 320,000. Q8NER1; in the data active = activation above about 80%; inconclusive = between about 30% and that limit; also: 0% is about no effect
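TRPV1-expressing cells were cultured overnight at 35.5C and loaded with Fluo-8 calcium dye for 40 to 90 min at room temperature. After a 10 s baseline, compound was added and calcium influx was read kinetically for 3 min (ex 480/em 520 nm).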
Starred values were filed as active, the others as inactive; i = inactive; ? = inconclusive; · = not tested or not shown; [ ] = dose if it differs, or a comment. Unless noted, calls follow the shape of the dose curve; as a rule, active = well fitted curve in the direction sought with a large enough effect; inconclusive = small, poorly fitted or top-dose-only effect, or another doubt; inactive = no such curve, though single readings can be large; an effect the other way counts as inactive or inconclusive. Some of the compounds tested; rates above refer to the full screens.

The line under a structure holds: Menin-MLL TR inh	Coupling enz	USP2a block	GALK inh	Giardia kill	PKM2 act	CXXC DNA block	B2AR arrestin	KCNH2 WT inh	KCNH2 3.1 block	TRPV1 agonist
COc1ccccc1C(=O)Nc1ccccc1C(=O)N1C(C)CCCC1C (stereo not given)
 : -16.1%	1.9	0.6%	2.7%	30.7[activator]	-6.3%	5.2%	-0.1%	i	5.0	22.2
CCC(C)[C@H](NC(=O)C1(c2ccccc2)CCN(C(=O)OC(C)(C)C)CC1)C(=O)N[C@@H](C(=O)O)c1ccccc1 (stereo not given in full)
 : -11.8%	3.1	-1.6%	·	-6.6	5.1%	-16.5%	-0.4%	-4.0	13.0	2.3
CCOCCc1nnc(NC(=O)COC)s1
 : -7.4%	4.1	0.2%	-3.7%	1.8	18.4%	0.6%	0.0%	2.4	10.8	5.3
CCn1cc(S(=O)(=O)N2CCN(Cc3ccc(F)cc3)CC2)cn1
 : -5.9%	1.1	0.7%	2.2%	-6.8	-12.8%	-4.4%	-0.1%	0.6	1.9	2.2
Clc1ccc2nnnc(-c3ccccc3)c2c1
 : -2.2%	-1.3	1.2%	-0.1%	-7.1	2.8%	13.7%	-0.8%	-2.9	0.6	0.7
CC(C)CC(C(=O)Nc1ccc2c(c1)OCCO2)N1C(=O)c2ccccc2C1=O (stereo not given)
 : 7.1%	-4.3	-1.6%	2.7%	-13.6	-9.4%	3.1%	0.3%	1.6	7.1	20.4
CCCCc1ccc(-n2c(Cc3cccs3)n[nH]c2=S)cc1
 : -16.3%	5.5	2.0%	7.1%	16.0	-7.0%	22.7%	0.1%	-3.7	-11.4	-1.5
O=C1C2C3C=CC(C3)C2C(=O)N1/N=C/c1cc(Br)cc([N+](=O)[O-])c1O (stereo not given)
 : ?	1.5	-0.6%	-1.4%	3.5	-7.1%	6.2%	0.0%	-5.6	-2.6	3.4
CC(C)=CCC(C)(C)/C=N/NC(N)=O
 : -2.8%	0.6	8.3%	6.0%	-0.5	-4.0%	-0.8%	-0.1%	-2.1	14.4	-3.7
COC(=O)C1CCN(S(=O)(=O)c2ccc(Br)s2)CC1
 : ·	·	3.1%	·	2.8	·	·	-0.5%	9.9	18.6	0.0
COCc1ccc(C(=O)N2CCN(CC(=O)N3CCCC3)CC2)cc1
 : ·	·	-1.3%	·	?	·	·	-0.1%	·	-6.4	-4.2
CCOC(=O)N1CCN(c2c(N3CCN(c4ccccc4OC)CC3)c(=O)c2=O)CC1
 : -14.6%	-1.3	0.6%	1.7%	-16.0	1.1%	7.7%	0.4%	-0.9	-3.5	-6.1
O=C(c1ccco1)N1CCN(C(=O)c2cc(-c3ccccc3)nc3ccccc23)CC1
 : -4.4%	0.2	1.4%	·	-1.6	?	-6.0%	0.4%	6.8	-14.2	13.8
Cc1cccc(O)c1C
 : ·	·	0.1%	·	6.2	·	·	2.4%	-3.3	-2.5	·
CC(C)(C)C(=O)NC(=S)Nc1ccc(C(F)(F)F)cc1
 : ·	-0.8	1.2%	·	-24.8	0.6%	-8.8%	-0.1%	-6.4	-19.3	?
Nc1[nH]nc2nc(N3CCOCC3)nc(-c3ccccc3)c12
 : -5.3%	2.3	3.0%	-0.4%	-1.6	7.9%	2.4%	0.0%	-15.9	-13.4	13.7
CC1C/C(=C/c2ccco2)C(=O)/C(=C/c2ccco2)C1 (stereo not given)
 : 19.3%	-5.4	-0.2%	·	·	?	7.3%	?	·	·	4.1
Cc1ccc(NC(=O)c2ccccc2)cc1
 : 17.9%	-3.4	0.2%	-1.1%	-27.4	-15.5%	0.8%	-0.4%	-2.7	8.1	?
COc1ccccc1NS(=O)(=O)c1ccc(C)c(C(=O)NCc2cccnc2)c1
 : ·	·	-1.6%	·	-14.2	·	·	0.1%	9.1	5.4	-4.0
Cc1ccc(-c2nc(Nc3cccc(C)c3)sc2CC(=O)O)cc1
 : ?	-15.2	-6.9%	1.2%	-4.5	2.9%	-12.4%	-0.3%	0.5	16.6	6.4
CC(Oc1ccc(F)cc1)C(=O)N(Cc1ccccc1)c1c(N)n(Cc2ccccc2)c(=O)[nH]c1=O (stereo not given)
 : ·	·	0.8%	·	-4.1	·	·	0.4%	-7.8	0.8	4.6
Cc1nnc(-c2cnn(-c3ccccc3)c2N)n1Cc1ccncc1
 : -26.6%	-2.0	3.8%	-2.6%	-11.5	1.6%	-2.7%	-1.1%	0.1	7.5	0.5
COc1ccc(Cl)cc1NC(=S)N1CCN(C(=O)C2CCCO2)CC1 (stereo not given)
 : -18.9%	0.0	0.2%	0.5%	3.7	9.7%	-15.4%	0.1%	30.9	-3.6	-6.2
c1ccc(-c2ccc(-c3ccccn3)nn2)nc1
 : -15.1%	-3.7	1.6%	11.4%	·	-36.2%	2.3%	-0.4%	·	·	1.3
CCOc1ccc(NC(=S)NC(=O)Cc2ccccc2)cc1
 : 20.2%	-2.8	-4.0%	0.0%	1.1	-1.7%[0.46 µM]	-1.5%	-0.7%	8.9	4.4	86.9*
O=C(NC(=S)N1CCCC1)c1cccc([N+](=O)[O-])c1
 : ·	·	3.9%	5.1%	9.0	-1.9%	13.2%	-0.4%	-9.5	-0.5	0.2
CCN(C(=O)COC(=O)c1cccn1C)C1CCS(=O)(=O)C1 (stereo not given)
 : -10.3%	-0.7	-0.2%	1.4%	-4.9	-7.5%	12.9%	-0.2%	-2.2	?	0.5
Cc1ccc(C(=O)Nc2ccc(C(=O)N/N=C/c3c[nH]c4ccccc34)cc2)cc1
 : ?	-1.5	2.3%	0.5%	0.2	0.5%	20.8%	-0.9%	-6.5	-5.8	?
COC(=O)c1cc(C(=O)OCC(=O)NC2CCCCCCC2)cc([N+](=O)[O-])c1
 : ·	·	2.6%	·	-5.5	·	·	0.3%	0.8	9.9	12.4
O=S(=O)(Cc1ccccc1Cl)NCCOc1ccccc1
 : 2.8%	2.2	0.3%	1.5%	2.8	-12.1%	10.5%	-0.6%	5.2	-9.8	17.2
COc1ccc(NC(=O)c2cc(=O)c3ccccc3o2)cn1
 : ?	0.3	1.9%	6.6%	-7.7	-5.5%	-0.5%	0.5%	0.6	4.4	1.1
CCCN(C(=O)c1ccc(N(C)S(=O)(=O)c2ccc(C)cc2)cc1)C1CCS(=O)(=O)C1 (stereo not given)
 : ·	·	0.6%	·	-8.5	·	·	0.0%	14.1	3.3	1.0
O=C(OCc1cncs1)c1ccccc1
 : 18.0%	1.6	1.6%	7.2%	47.1[activator]	1.2%	-16.2%	-0.2%	-10.4	2.2	5.6
Cc1cccc(NC(=O)/C(C#N)=C/c2ccccc2Cl)n1
 : 23.1%	-5.4	-2.0%	·	10.7	·	?	0.5%	2.7	-10.5	2.9
O=C1N/C(=N/S(=O)(=O)Cc2ccccc2)S/C1=C/c1ccc2c(c1)OCO2
 : ·	10.7	-0.5%	0.9%	19.9	-16.0%	-18.8%	-1.3%	4.5	8.0	-3.6
Cc1c(OC(C)C(=O)NC(Cc2c[nH]c3ccc(O)cc23)C(=O)O)ccc2c1oc(=O)c1ccccc12 (stereo not given)
 : 12.3%	-3.7	0.1%	·	?	?	2.7%	-0.5%	1.0	-6.5	-1.3
N#Cc1cc([N+](=O)[O-])ccc1Oc1cccc(/C=N/NC(=O)c2ccc(Cl)cc2)c1
 : ·	-8.5	-1.4%	0.6%	12.2	0.6%	25.2%	0.4%	-25.9	?	-1.2
CCCc1[nH]nc2c1C(c1cc(OC)ccc1F)C(C#N)=C(N)O2 (stereo not given)
 : 12.5%	0.5	-5.4%	4.8%	-12.2	7.9%	-1.0%	0.4%	2.0	6.9	0.8
COC(=O)c1c(-c2ccccc2Cl)noc1-c1cnc(N)nc1C(F)(F)F
 : ·	1.3	-2.5%	0.2%	30.3[activator]	-3.4%	-8.0%	-0.1%	-9.6	9.8	-0.8
Brc1cccc(-c2nnco2)c1
 : 0.0%	-0.3	0.0%	3.6%	-17.2	-9.5%	3.3%	-0.3%	-2.0	9.8	1.8

Part of the list above, limited to KCNH2 3.1 block and Giardia kill.
Compound | KCNH2 3.1 block | Giardia kill
COC(=O)c1cc(C(=O)OCC(=O)NC2CCCCCCC2)cc([N+](=O)[O-])c1 | 9.9 | -5.5
O=S(=O)(Cc1ccccc1Cl)NCCOc1ccccc1 | -9.8 | 2.8

Screens: PubChem, National Center for Advancing Translational Sciences (NCATS)
